Screens (PubChem BioAssay)
All columns: NCI-60 one-dose screen, growth in % after 48 h at 10 µM unless noted; 100 = growth as untreated, 0 = no growth, -100 = all killed.
DU-145 = DU-145 prostate cancer | actives 4.2% (n = 81,000)
CAKI-1 = CAKI-1 renal cancer; AID 1794772; actives 4.7% (n = 75,000)
ACHN = ACHN renal cancer; actives 4.9% (n = 81,000)
TK-10 = TK-10 renal cancer cells; actives 3.9% (n = 81,000); AID 1794769
UO-31 = UO-31 renal cancer; actives 5.2% (n = 81,000)
A498 = A498 renal cancer cells; AID 1794774; actives 5.4% (n = 76,000)
786-0 = 786-0 renal cancer cells; actives 5.1% (n = 81,000); AID 1794775
RXF 393 = RXF 393 renal cancer cells; actives 6.9% (n = 77,000)
SN12C = SN12C renal cancer cells | actives 3.8% (n = 81,000) | AID 1794767
An asterisk follows results filed as active. How the source made its calls: active means growth percent below 10; inactive means the rest.

For CS(=O)(=O)c1nccc(-c2c(-c3cccc(OCc4ccccc4)c3)nc3occn23)n1 the results were DU-145 107, CAKI-1 92, ACHN 107, TK-10 104, UO-31 87, A498 102, 786-0 107, RXF 393 119 and SN12C 97.
For O=C(N=Nc1c(O)[nH]c2ccc(Br)cc12)c1cc(-c2ccc(Cl)cc2)nc2ccccc12 the results were DU-145 74, CAKI-1 60, ACHN 50, TK-10 108, UO-31 50, A498 107, 786-0 89 and SN12C 48.
`CN(C)c1ccc(-c2cc(-c3c[nH]c4ccccc34)nc(-c3c[nH]c4ccccc34)c2C#N)cc1` gave DU-145 100, CAKI-1 68, ACHN 99, TK-10 107, UO-31 73, A498 98, 786-0 99, RXF 393 107 and SN12C 92.
Screening O=C(CSc1nnc(-c2cccs2)n1-c1ccccc1)Nc1ccccc1 returned DU-145 83, CAKI-1 64, ACHN 60, TK-10 105, UO-31 64, A498 85, 786-0 85, RXF 393 60 and SN12C 84.
For O=Cc1cn(S(=O)(=O)c2ccc(Cl)cc2)c2ccccc12 the results were DU-145 107, CAKI-1 85, ACHN 100, TK-10 102, UO-31 73, A498 106, 786-0 103, RXF 393 97 and SN12C 92.
`CC(C)(C)CC1(C)NC(=O)NC1=O` (stereo not given) gave DU-145 114, CAKI-1 102, ACHN 109, TK-10 125, UO-31 100, A498 120, 786-0 99 and SN12C 110.
`Cc1ccc(S(=O)(=O)OC2C(OCc3ccccc3)OCC(O)C2O)cc1` (stereo not given) gave DU-145 114, CAKI-1 87, ACHN 98, TK-10 110, UO-31 93, A498 83, 786-0 101, RXF 393 94 and SN12C 102.
`CSc1nc2c(c(=O)n1C)CN(Cc1ccccc1)C(C)=N2` gave DU-145 100, CAKI-1 119, ACHN 105, TK-10 119, UO-31 64, A498 108, 786-0 114, RXF 393 154 and SN12C 100.
`ON=C(CCc1ccccc1)CCc1ccccc1` gave DU-145 106, CAKI-1 101, ACHN 114, TK-10 107, UO-31 92, A498 83, 786-0 107, RXF 393 100 and SN12C 102.
Screening COc1ccc(/C=C/C(=O)c2ccc(NC(=O)CSc3nnc(-c4ccc(Cl)cc4)o3)cc2)cc1OC returned DU-145 107, TK-10 103, UO-31 94, A498 91, 786-0 91, RXF 393 114 and SN12C 99.
CCCCNc1nc2c([nH]1)c(=O)n(C)c(=O)n2C was read as DU-145 111, CAKI-1 103, ACHN 105, TK-10 105, UO-31 100, A498 99, 786-0 90 and SN12C 96.
`CC1(C)[C@@H]2CC[C@]1(C)[C@H](OC(=O)CSC#N)C2` gave DU-145 105, CAKI-1 100, ACHN 109, TK-10 95, UO-31 92, 786-0 107, RXF 393 110 and SN12C 101.
For Cn1c(=O)c2c(nc(Sc3nc(N)cc(=O)[nH]3)n2Cc2ccccc2)n(C)c1=O the results were DU-145 103, CAKI-1 87, ACHN 104, TK-10 105, UO-31 82, A498 102, 786-0 102, RXF 393 102 and SN12C 96.
For CC(C)=NOC(=O)Nc1ccc(Cl)cc1 the results were DU-145 92, CAKI-1 63, ACHN 75, TK-10 103, A498 82, RXF 393 111 and SN12C 96.
Screening COc1ccc(CCNc2nc3cc(N)cc(N)c3nc2-c2ccccc2)cc1OC returned DU-145 106, CAKI-1 103, ACHN 105, TK-10 108, UO-31 79, A498 128, 786-0 80, RXF 393 43 and SN12C 95.
For CCOC(=O)N1CCC(C)CC1 the results were DU-145 121, CAKI-1 94, ACHN 101, TK-10 113, UO-31 84, 786-0 103, RXF 393 98 and SN12C 97.
Screening CCCCCCCC/C=C\CCCCCCCCCCCCOc1ccc(CCOP(=O)(O)OCC[N+](C)(C)C)cc1 returned DU-145 108, CAKI-1 80, ACHN 98, TK-10 91, UO-31 83, A498 107, 786-0 100, RXF 393 98 and SN12C 91.
For N#CCC(=O)Nc1nc2ccccc2nc1NC(=O)CC#N the results were DU-145 106, CAKI-1 87, ACHN 97, TK-10 126, UO-31 82, 786-0 101, RXF 393 111 and SN12C 99.
Screening Fc1cc(-c2nnc3n2NC(=Nc2ccc(Cl)cc2)CS3)c(Cl)cc1Cl returned DU-145 98, CAKI-1 94, ACHN 95, TK-10 92, UO-31 66, A498 78, 786-0 82, RXF 393 90 and SN12C 108.
For Oc1ccc(-c2ccc3c(c2)ncn3-c2ccc(O)cc2)cc1 the results were DU-145 100, CAKI-1 90, ACHN 73, TK-10 116, UO-31 54, 786-0 99, RXF 393 96 and SN12C 79.
For Cc1nn(-c2ccccc2)c2c1N=c1s/c(=C\c3ccc(Cl)cc3)c(=O)n1C(C)N2 (stereo not given) the results were CAKI-1 76, ACHN 93, TK-10 123, UO-31 66, A498 96, 786-0 99, RXF 393 100 and SN12C 83.
`Cc1cccc(OCC(O)CN2CCCCC2)c1` (stereo not given) gave DU-145 121, CAKI-1 104, ACHN 115, TK-10 152, UO-31 95, 786-0 116, RXF 393 122 and SN12C 106.
CS(=O)(=O)c1ccc(-c2nc3ccccn3c2/C=N/NC(=S)Nc2ccccc2)cc1 was read as DU-145 96, CAKI-1 83, ACHN 96, UO-31 77, A498 71, 786-0 87, RXF 393 99 and SN12C 92.
Screening COc1ccc(NCc2ccc(CO)n2-c2ccc(O)cc2)cc1 returned DU-145 112, CAKI-1 95, ACHN 102, TK-10 108, UO-31 86, A498 112, 786-0 104, RXF 393 118 and SN12C 99.
`CS(=O)(=O)c1ccc(-c2[nH]c3ccccc3c2/C=N/NC(N)=S)cc1` gave DU-145 103, CAKI-1 91, ACHN 93, TK-10 101, UO-31 79, A498 103, 786-0 100, RXF 393 121 and SN12C 97.
Screening CC1(C)NCCC[C@]2(C)[C@H]3C/C(=N\O)C4[C@@H]5C[C@@](C)(CO)CC[C@]5(C)CC[C@@]4(C)[C@]3(C)CC[C@@H]12 (stereo not given in full) returned DU-145 106, CAKI-1 86, ACHN 101, TK-10 107, UO-31 90, A498 96, 786-0 98, RXF 393 91 and SN12C 94.
Screening O=C(c1ccccc1)c1c(-c2ccccc2)oc2ccccc2c1=O returned DU-145 103, CAKI-1 96, ACHN 102, TK-10 96, UO-31 89, A498 89, 786-0 93, RXF 393 108 and SN12C 103.
For O=C(Nc1ncc(Cc2ccccc2)s1)c1sc2ccccc2c1Cl the results were DU-145 17, CAKI-1 30, ACHN 40, TK-10 39, UO-31 39, A498 15, 786-0 43, RXF 393 -5.1* and SN12C 40.
For N#Cc1c(N)nc(Nc2nc3ccccc3[nH]2)nc1-c1ccc(Cl)cc1Cl the results were DU-145 109, CAKI-1 97, ACHN 99, TK-10 104, UO-31 92, 786-0 105, RXF 393 96 and SN12C 101.
`O=C(Nc1nc2ccc(Cl)cc2s1)c1cc(-c2ccc(Cl)cc2)n2nc(-c3ccccc3)cc2n1` gave DU-145 103, CAKI-1 79, ACHN 94, TK-10 126, UO-31 75, A498 96, 786-0 103, RXF 393 99 and SN12C 104.
For COc1ccc(-n2c(SCC(=O)NNC(=S)NC(=O)c3ccccc3)nc3cc(OC)c(OC)cc3c2=O)cc1 the results were DU-145 80, CAKI-1 74, ACHN 61, TK-10 104, UO-31 66, A498 90, 786-0 98, RXF 393 101 and SN12C 79.
For CC(C)(C)OC(=O)c1ccccc1 the results were DU-145 105, TK-10 103, UO-31 84, A498 96, 786-0 102, RXF 393 124 and SN12C 101.
For N#Cc1c(-c2ccc(Cl)cc2)nc(NN2C(=O)c3ccccc3C2=O)nc1N1CCOCC1 the results were DU-145 107, CAKI-1 90, ACHN 104, TK-10 100, UO-31 84, A498 95, 786-0 100, RXF 393 107 and SN12C 100.
CCC(=O)c1c(C(=O)OC)c(C(=O)OC)c2c3ccccc3c3ccccc3n12 was read as DU-145 109, CAKI-1 81, ACHN 99, TK-10 127, UO-31 88, A498 124, 786-0 110, RXF 393 98 and SN12C 99.
Screening CCn1c(SCC(=O)Nc2ccc(/C(C)=N\O)cc2)nnc1-c1ccc(OC)c(OC)c1 returned DU-145 108, CAKI-1 97, ACHN 100, TK-10 91, UO-31 93, A498 98, 786-0 115, RXF 393 88 and SN12C 96.
`NC(=O)NC(=O)NC(N)=O` gave DU-145 111, CAKI-1 80, ACHN 102, TK-10 116, UO-31 66, A498 104, 786-0 100, RXF 393 94 and SN12C 104.
`O=C(O)c1cc(I)ccc1O` gave DU-145 116, CAKI-1 103, ACHN 98, TK-10 93, UO-31 91, A498 126, 786-0 107 and SN12C 95.
For C=CC(=O)N1CCC[C@H](n2c(=O)n(-c3ccc(Oc4ccccc4)cc3)c3c(N)ncnc32)C1 the results were DU-145 62, CAKI-1 69, ACHN 41, TK-10 28, UO-31 50, A498 81, 786-0 85, RXF 393 85 and SN12C 71.
`CN(C)CCOC(=O)c1ccccc1` gave DU-145 108, CAKI-1 100, ACHN 106, UO-31 99, A498 101, 786-0 92, RXF 393 114 and SN12C 103.
For COc1cccc(NC(=O)[C@H](C(C)C)n2c(=O)[nH]c3ccccc3c2=O)c1 the results were DU-145 107, CAKI-1 98, ACHN 104, TK-10 105, UO-31 101, A498 114, 786-0 105, RXF 393 109 and SN12C 105.

Reprinted at random: 2 records from the list.
`CN(C)CCOC(=O)c1ccccc1` gave DU-145 108, CAKI-1 100, ACHN 106, UO-31 99, A498 101, 786-0 92, RXF 393 114 and SN12C 103.
For COc1ccc(-n2c(SCC(=O)NNC(=S)NC(=O)c3ccccc3)nc3cc(OC)c(OC)cc3c2=O)cc1 the results were DU-145 80, CAKI-1 74, ACHN 61, TK-10 104, UO-31 66, A498 90, 786-0 98, RXF 393 101 and SN12C 79.

Gathered by group, the compounds so far containing a tert-butyl group.
`CC(C)(C)CC1(C)NC(=O)NC1=O` (stereo not given) gave DU-145 114, CAKI-1 102, ACHN 109, TK-10 125, UO-31 100, A498 120, 786-0 99 and SN12C 110.
For CC(C)(C)OC(=O)c1ccccc1 the results were DU-145 105, TK-10 103, UO-31 84, A498 96, 786-0 102, RXF 393 124 and SN12C 101.

By substructure, those above containing a thiophene ring, fused or not.
Screening O=C(CSc1nnc(-c2cccs2)n1-c1ccccc1)Nc1ccccc1 returned DU-145 83, CAKI-1 64, ACHN 60, TK-10 105, UO-31 64, A498 85, 786-0 85, RXF 393 60 and SN12C 84.
For O=C(Nc1ncc(Cc2ccccc2)s1)c1sc2ccccc2c1Cl the results were DU-145 17, CAKI-1 30, ACHN 40, TK-10 39, UO-31 39, A498 15, 786-0 43, RXF 393 -5.1* and SN12C 40.

Continued.
`CC(C)=CCC[C@](C)(O)[C@H]1CC[C@]2(C)[C@@H]1CC[C@@H]1[C@@]3(C)C/C(=C/c4cccc([N+](=O)[O-])c4)C(=O)C(C)(C)[C@@H]3CC[C@]12C` gave DU-145 68, CAKI-1 52, ACHN 99, TK-10 128, UO-31 69, A498 93, 786-0 88, RXF 393 90 and SN12C 81.
`Nc1ccc(C(=O)NCCSCCN2CCOCC2)cc1` gave DU-145 108, CAKI-1 106, ACHN 108, TK-10 112, UO-31 99, 786-0 107, RXF 393 119 and SN12C 100.
`CC(C)(C)Nc1nc2cc(Cl)c(Cl)cc2nc1S(C)(=O)=O` gave DU-145 57, CAKI-1 53, ACHN 56, TK-10 100, UO-31 90, A498 142, 786-0 44, RXF 393 6.2* and SN12C 20.
Cc1nc(Nc2ccc(Cl)cc2)c2ccccc2n1 was read as DU-145 124, CAKI-1 89, ACHN 95, TK-10 129, UO-31 78, A498 105, 786-0 105 and SN12C 98.
`COc1cc(/C=C\C(=O)[C@@H]2CC[C@]3(O)CC[C@]4(C)[C@H](CC[C@@H]5[C@@]6(C)CC[C@H](O)C(C)(C)[C@@H]6CC[C@]54C)[C@@H]23)cc(OC)c1` gave DU-145 78, CAKI-1 23, ACHN 85, TK-10 96, UO-31 57, A498 37, 786-0 78, RXF 393 24 and SN12C 74.
For O=C(COc1ncnc2sc3c(c12)CCCC3)N/N=C\c1ccc(Br)cc1 the results were DU-145 100, CAKI-1 83, ACHN 105, TK-10 111, UO-31 83, A498 79, 786-0 95, RXF 393 108 and SN12C 97.
Screening N#Cc1c(-c2cn(-c3ccccc3)nc2-c2ccc(OCc3ccccc3)cc2)cc(-c2ccc(Cl)cc2)[nH]c1=O returned DU-145 105, CAKI-1 92, ACHN 108, TK-10 95, UO-31 83, A498 100, 786-0 104, RXF 393 109 and SN12C 95.
Cc1ccc(-c2cn(CC(=O)Nc3ccc4c(ccn4C)c3)nn2)cc1 was read as DU-145 107, CAKI-1 93, ACHN 101, TK-10 118, UO-31 85, A498 113, 786-0 111, RXF 393 116 and SN12C 102.
COc1ccc(C2CC(c3ccc(N(C)C)cc3)=NN2c2ccc(S(N)(=O)=O)cc2)cc1 (stereo not given) was read as DU-145 78, CAKI-1 48, ACHN 35, TK-10 45, UO-31 32, 786-0 64, RXF 393 63 and SN12C 49.
For O=C1CCC(=O)N1C(=O)c1ccccc1 the results were DU-145 112, ACHN 115, TK-10 90, UO-31 93, A498 97, 786-0 97, RXF 393 128 and SN12C 96.
`N/C(=N\O)c1ccc(Cl)cc1` gave DU-145 107, CAKI-1 104, ACHN 88, TK-10 95, UO-31 73, A498 86, 786-0 91, RXF 393 106 and SN12C 112.
`CC1=Nc2cnc(Nc3ccc(OCCN4CCCCC4)cc3)nc2Nc2ccccc21` gave DU-145 58, CAKI-1 17, ACHN 27, TK-10 64, UO-31 11, A498 -9.5*, 786-0 49, RXF 393 34 and SN12C 49.
For O=C1OC(=O)C2=C1C1c3ccccc3C2c2ccccc21 the results were DU-145 110, ACHN 98, TK-10 103, UO-31 85, A498 119, 786-0 99, RXF 393 117 and SN12C 101.
Screening O=C(Nc1ccccc1)Nc1ccc(C(=O)/C=C2\C(=O)Nc3ccccc32)cc1 returned DU-145 98, CAKI-1 93, ACHN 86, TK-10 118, UO-31 82, A498 84, 786-0 105, RXF 393 90 and SN12C 92.
For C(=N/N=C(N/N=C/c1ccccc1)N/N=C/c1ccccc1)/c1ccccc1 the results were DU-145 133, CAKI-1 103, ACHN 99, TK-10 159, UO-31 85, A498 61, 786-0 111 and SN12C 99.

Compounds were not picked by outcome; overall some 11% were active at least once.
